From PubChem BioAssay
MBNL1-CUG inh: blocks human MBNL1 binding to CUG repeat RNA; Q9NR56; TR-FRET MBNL1-His/biotin-(CUG)12 binding, 665/545 ratio; Potency, µM (top dose mostly 57.5 µM), without a hit: top-dose activity change, negative = inhibition, hits mostly inhibitors; 0.036% of 280,000 active; AID 2675; active means well fitted inhibition curve with a large enough effect in the signal ratio, with a control signal flat, not every such curve was filed as active; inconclusive means small, poorly fitted or top-dose-only effect, or effect the other way, or a change in a side signal; inactive means no such curve, though single readings can be large or run the other way; the % refers to the signal ratio; further: potency means the concentration at half of the fitted maximal effect; on the % scale 0 is the no-effect control and ±100 the full control effect
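Compound titration spanned 92 nM–58 uM against the MBNL1-His/biotin-(CUG)12 complex. After 60 min at room temperature with 5 nM streptavidin-XL665 and 0.055 ng/ul terbium anti-His, ratiometric 665/545 nm emission (Ex 340 nm) normalized to controls.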
TSG101-PTAP inh: blocks PTAP/TSG101 interaction to inhibit HIV-1 budding; Q99816; Fluorescence polarization, FITC-PTAP peptide / Tsg101 binding; Potency, µM (highest dose often 115 µM), for inactives: top-dose activity change, negative = inhibition, usual class: inhibitors; 340,000 tested, under 10 active; AID 493005; active means well fitted inhibition curve with a large enough effect in the main read-out, with a control signal flat, not every such curve was filed as active; inconclusive means small, poorly fitted or top-dose-only effect, or effect the other way, or a change in a side signal; inactive means no such curve, though single readings can be large or run the other way; further: potency means the concentration at half of the fitted maximal effect; % of control where 0% means no effect
Target sequence (Q99816 whole entry, looked up): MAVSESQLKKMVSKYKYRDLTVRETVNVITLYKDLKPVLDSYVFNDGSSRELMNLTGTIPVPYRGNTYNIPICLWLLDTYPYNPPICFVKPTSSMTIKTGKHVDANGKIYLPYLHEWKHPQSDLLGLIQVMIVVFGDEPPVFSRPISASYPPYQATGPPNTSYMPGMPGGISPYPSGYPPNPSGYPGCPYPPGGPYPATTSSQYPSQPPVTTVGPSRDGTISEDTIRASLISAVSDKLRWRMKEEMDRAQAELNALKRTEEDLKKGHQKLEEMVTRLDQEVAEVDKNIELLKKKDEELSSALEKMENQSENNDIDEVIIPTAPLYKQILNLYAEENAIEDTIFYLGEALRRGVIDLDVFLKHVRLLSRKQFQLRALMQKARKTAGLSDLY
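Compounds were pin-transferred onto Tsg101 binding domain (10 uM final) in HEPES pH 7.5 buffer, then FITC-PTAP peptide was added at 50 nM final. After 20 min at RT, polarization reported peptide displacement across a qHTS concentration series.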
CXXC DNA block: blocks binding of human MLL CXXC domain to DNA. Q03164. MLL-CXXC / FITC-HOXA9 DNA fluorescence polarization. Potency, µM (titrated, usually from 115 µM), without a hit: at the highest dose activity change, negative = inhibition, actives largely listed as inhibitors. 0.037% of 290,000 active. AID 2662; active means well fitted inhibition curve with a large enough effect in the polarisation, with a control signal flat, not every such curve was filed as active; inconclusive means small, poorly fitted or top-dose-only effect, or effect the other way, or a change in a side signal; inactive means no such curve, though single readings can be large or run the other way; the % refers to the polarisation; further: potency means the concentration at half of the fitted maximal effect
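Fluorescence polarization: 7 uM MLL-CXXC (stock) preincubated 5 min with compounds, then 50 nM fluorescein-HOX-A9 DNA (stock) added; 30 min ambient. Buffer 50 mM Tris-HCl pH 7.5, 50 mM NaCl, 1 mM DTT, 0.05% BSA.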
TSHR antag: human thyrotropin receptor antagonism. activity change, negative = inhibition, % at 11.5 µM. P16473. AID 504810. 0.2% of 330,000 active. TSHR-expressing cells, TSH-stimulated cAMP HTRF, 2 h; hits give low values;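 active means activity change below a set negative limit, meaning inhibition stronger than a set level, cut at about -70% in these data; inconclusive means activity change between two set negative limits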; further: on the % scale 0 is the no-effect control and ±100 the full control effect
Target sequence (P16473 whole entry, looked up): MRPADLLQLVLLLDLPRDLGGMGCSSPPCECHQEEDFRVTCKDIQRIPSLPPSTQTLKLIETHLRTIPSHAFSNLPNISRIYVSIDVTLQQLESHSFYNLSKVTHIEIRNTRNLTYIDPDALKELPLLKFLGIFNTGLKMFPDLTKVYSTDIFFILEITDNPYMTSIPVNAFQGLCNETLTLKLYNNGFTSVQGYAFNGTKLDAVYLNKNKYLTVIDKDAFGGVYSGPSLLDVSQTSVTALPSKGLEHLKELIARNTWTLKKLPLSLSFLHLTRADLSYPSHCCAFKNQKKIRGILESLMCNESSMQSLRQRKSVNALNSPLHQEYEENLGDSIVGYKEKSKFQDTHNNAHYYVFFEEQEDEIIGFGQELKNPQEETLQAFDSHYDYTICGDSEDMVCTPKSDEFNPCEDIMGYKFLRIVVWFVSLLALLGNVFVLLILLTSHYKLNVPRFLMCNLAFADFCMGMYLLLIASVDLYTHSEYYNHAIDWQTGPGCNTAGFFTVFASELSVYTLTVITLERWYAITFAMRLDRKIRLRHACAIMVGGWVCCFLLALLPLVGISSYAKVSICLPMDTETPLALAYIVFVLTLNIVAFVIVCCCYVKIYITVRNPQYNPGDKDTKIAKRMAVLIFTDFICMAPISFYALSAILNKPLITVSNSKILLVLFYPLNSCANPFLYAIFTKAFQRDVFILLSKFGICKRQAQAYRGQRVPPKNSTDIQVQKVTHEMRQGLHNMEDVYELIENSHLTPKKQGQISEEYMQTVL
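Read-out is FRET at 665 nm (cryptate excitation 337 nm) from a cryptate-tagged anti-cAMP antibody, competed by cell cAMP against cAMP-d2. Compounds are tested on freshly harvested TSHR cells challenged with 4nM TSH (EC80) for 2 hours at 37 deg C.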
TCR act: activators of T cell receptors; primary human leukocytes, anti-CD3, IL-2 HTRF, 48 h; Potency, µM (top dose mostly 9.22 µM), without a hit: top-dose activation of IL-2 secretion, usual class: activators; 330,000 tested, under 10 active; further: % of control where 0% means no effect
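IL-2 produced over 48 hr by a-CD3 bead-stimulated primary human leukocytes exposed to compounds was detected with a homogeneous time-resolved FRET immunoassay, 665nm acceptor signal after 320nm excitation.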
a7 integrin act: activates integrin-mediated alleviation for muscular dystrophy. alpha7betagal myoblasts, beta-gal FDG fluorescence, 48 h. Potency, µM (titrated, usually from 38.3 µM), inactives show top-dose activation, hits mostly activators. 0.064% of 350,000 active;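 further: potency means the concentration at half of the fitted maximal effect; 100% = response of the positive control SU9516; nearly all actives have a fitted effect of over 60% in size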
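alpha7betagal+/- myoblasts (passage 13, 250/well) treated 48 h at 37C with compounds at 1:260 dilution of DMSO stock. Lysed, then beta-galactosidase activity read as FDG fluorescence (ex 480/em 540) after 30 min, with pre-read for autofluorescence.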
Menin MLL FP TR: menin-MLL binding inhibition, Texas Red mutant peptide; Menin + Texas Red MLL mutant peptide, fluorescence polarization; 0.23% of 270,000 active; AID 1768; O00255; Potency, µM (highest dose often 61.6 µM), without a hit: at the top dose FP activity change, negative = inhibition, usual class: inhibitors; active means well fitted inhibition curve with a large enough effect in the polarisation, with a control signal flat, not every such curve was filed as active; inconclusive means small, poorly fitted or top-dose-only effect, or effect the other way, or a change in a side signal; inactive means no such curve, though single readings can be large or run the other way; the % refers to the polarisation; further: potency means the concentration at half of the fitted maximal effect; % of control where 0% means no effect; many of its hits are not listed in these tables
AT treatment: potential ataxia-telangiectasia treatment; […] A-T fibroblasts, KAP-1 phosphorylation AlphaLISA; neocarzinostatin DNA damage 30 min before lysis; Potency, µM (highest dose often 57.5 µM), for inactives: at the highest dose activation, usual class: activators; 0.19% of 320,000 active; AID 485349; further: potency means the concentration at half of the fitted maximal effect; % of control where 0% means no effect; nearly all actives have a fitted effect of over 45% in size
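ATM-like activity read as KAP-1 phosphorylation via AlphaLISA donor/acceptor antibody pairs after lysis and 6 hr at 25C. Cells were ATM-null patient fibroblasts ([…], hTERT), dosed 60 min, then exposed to the DSB inducer NCS for 30 min.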
Mito fusion yeast: inhibitors of mitochondrial division or activators of mitochondrial fusion; S. cerevisiae fusion-defective mutant growth rescue, CellTiterGlo 48 h; 0.23% of 320,000 active; AID 485298; Potency, µM (titrated, usually from 46.1 µM), for the others: top-dose growth rescue (activation), hits mostly activators;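 further: potency means the concentration at half of the fitted maximal effect; % of control where 0% means no effect; nearly all actives have a fitted effect of over 45% in size; temperature-sensitive fusion mutants such as fzo1-1 at 37 °C on non-fermentable ethanol glycerol medium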
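S. cerevisiae fusion-defective temperature-sensitive mutants (e.g. fzo1-1, mgm1-5) grown 48 h at 37C in YPEG (ethanol/glycerol non-fermentable) medium with 23 nl compound per well; growth rescue read as CellTiterGlo luminescence.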
ASM inhibitor: blocks human secretory acid sphingomyelinase | 0.006% of 340,000 active | Potency, µM (titrated, usually from 57.5 µM), without a hit: at the highest dose activity change, negative = inhibition, most hits filed as inhibitors | placental ASM, HMU-PC fluorogenic substrate, 60 min; further: potency means the concentration at half of the fitted maximal effect
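Fluorogenic HMU-PC substrate (9 uM final) is turned over by placental ASM in 60 min at 37 C after a 10 min compound preincubation. Reaction ended by alkaline stop (pH 10), with fluorescence read at 386/447 nm.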
* = called active by the depositor; i = inactive; ? = inconclusive; / = no result given; & = joins results of further samples; [ ] = remark or other dose. Unless noted, the call rests on the fitted dose curve; in most records, active means well fitted curve in the direction sought with a large enough effect; inconclusive means small, poorly fitted or top-dose-only effect, or another doubt; inactive means no such curve, though single readings can be large; an effect the other way counts as inactive or inconclusive. These rows are one share of the data; the hit share may differ from the screen's.

SMILES	MBNL1-CUG inh	TSG101-PTAP inh	CXXC DNA block	TSHR antag	TCR act	a7 integrin act	Menin MLL FP TR	AT treatment	Mito fusion yeast	ASM inhibitor
CN(C)S(=O)(=O)n1cc(/C=C(\NC(=O)c2ccccc2)C(=O)NCCCn2ccnc2)c2ccccc21	?	-1%	53%	0	-3%	-3%	/	41%	-2%	2%
O=C(O)c1cc(=O)c2ccccc2o1	-3%	/	2%&-16%	10	-11%	12%	0%	1%	1%	3%
CCN(CCCCOC(=O)c1ccc(OC)c(OC)c1)C(C)Cc1ccc(OC)cc1 (stereo unspecified)	-8%	0%	4%	-1	0%	/	-6%&0%	-1%	-8%	3%
N=c1nc(N2CCCCC2)cc(N)n1O	-9%	-3%&0%	6%&1%	-14&3	-4%&-2%	/	0%	-1%	8%&-5%	-3%&4%
C[C@H](CCC(=O)O)[C@H]1CC[C@H]2[C@@H]3[C@H](O)C[C@@H]4C[C@H](O)CC[C@]4(C)[C@H]3CC[C@]12C	/	-1%	/	-5	-1%	/	/	12%	-9%	4%
CCc1cccc(CC)c1NC(=O)CN(CC(=O)O)CC(=O)O	/	2%	5%[51.4 µM]	5	-3%	/	-7%[24.8 µM]	7%	-11%	1%
CCCCCCCCCCCCCCC[C@@H](O)[C@@H](N)CO	/	-1%	/	/	-4%	/	-16%	/	/	?
COc1cc(N)c(Cl)cc1C(=O)N[C@@H]1CCN(CCCOc2ccc(F)cc2)C[C@@H]1OC	-9%	/	-10%	14	/	/	4%	/	-3%	/
CC1O[C@@H](OCC2O[C@@H](Oc3cc(O)c4c(c3)OC(c3ccc(O)cc3)CC4=O)[C@H](O)[C@@H](O)[C@@H]2O)[C@H](O)[C@H](O)[C@H]1O (stereo partly specified)	/	-9%	/	-8	1%	31%	/	-7%	9%	1%
Cc1scc2c1N(C(=O)CN1CCN(C)CC1)c1ccccc1NC2=O	4%	-5%	3%&5%	-12&-5	0%	/	-17%	-1%	-5%&7%	-2%
CC(C)NNC(=O)c1ccncc1	-5%	1%	-2%&-1%&0%	-6&5	-4%	/	-1%	13%	-9%&-3%	-10%
CC(=O)Oc1ccc2c(C)cc(=O)oc2c1	5%	-3%	15%	-5	-3%	7%	4%	4%	0%	i
CCc1ccccc1OC[C@@H](O)CN[C@H]1CCCc2ccccc21	/	0%	/	5	3%	/	-22%[24.8 µM]	-3%	-14%	-1%
Nc1c2ccccc2nc2ccccc12	?	-5%&-4%	?	-14&-6	-5%&-5%	-41%&-43%[inhibitor]	-5%&-8%	27%&14%	-26%&-6%	i
CCCC(=O)O[C@]1(C(=O)COC(C)=O)CC[C@H]2[C@@H]3C[C@H](F)C4=CC(=O)C=C[C@]4(C)[C@@]3(F)[C@@H](O)C[C@@]21C	-10%	-2%	-3%	-7	-1%	/	6%	-7%	-4%	0%
Nc1ncnc2c1c(-c1ccc(Oc3ccccc3)cc1)cn2C1CCCC1	/	-1%	-1%	-30&-22	12%	/	?	9%	?	-18%
COc1ccc(C(=O)c2ccccc2)c(O)c1	2%	-2%	3%	2	5%	13%	-8%	/	2%	2%
CCCC1(c2ccccc2)NC(=O)N(CC(=O)N(C)Cc2c(F)cccc2Cl)C1=O (stereo unspecified)	-2%	1%	-3%	6	3%	?	-9%	5%	18%	-3%
CCCCCCCCCCCCCCCC(O)C(N)CO (stereo unspecified)	21%	3%	14%	2	0%	/	-6%	0%	5%	-28%
C/C(=N\NC(=S)NCc1ccccc1)C1CCCCC1	-4%	-1%	2%	13	4%	-15%	5%	7%	2%	-3%
CC(Cc1cccc(C(F)(F)F)c1)NCCOC(=O)c1ccccc1 (stereo unspecified)	/	-3%&-7%	9%	2&-8	3%&2%	/	-27%	-7%&6%	1%&3%	3%&8%
CCCCN(CCCC)CCCOC(=O)c1ccc(N)cc1	-1%	1%	-2%	6	2%	/	-1%	9%	0%	2%
COc1ccc(-c2oc3c(CC=C(C)C)c(O[C@@H]4O[C@H](CO)[C@@H](O)[C@H](O)[C@H]4O)cc(O)c3c(=O)c2O[C@@H]2O[C@@H](C)[C@H](O)[C@@H](O)[C@H]2O)cc1	12%	/	3%	7	/	/	-14%	/	-6%	/
CCC(C(=O)Nc1ccccc1N1CCCC1)c1ccccc1 (stereo unspecified)	-3%	/	2%	-6	-8%	-18%	/	0%	1%	-2%
Cc1nc2c3ccccc3nc(NNC(=O)CCC(=O)N3CCN(c4ccccc4F)CC3)n2n1	4%	0%	13%	-12	-4%	7%	/	-12%	0%	1%
CC1(C)O[C@@H]2C[C@H]3[C@@H]4C[C@H](F)C5=CC(=O)C=C[C@]5(C)[C@@]4(F)[C@@H](O)C[C@]3(C)[C@]2(C(=O)CO)O1	8%	-1%	2%	-13	1%	/	2%	-14%	-2%	0%
Cn1ccc2cc3c(cc21)CCN3C(=O)Nc1cccnc1	/	0%	14%	-18&4	18%	/	3%	-10%	?	-5%
O=C1NC(=S)S/C1=C\C=C\c1ccc([N+](=O)[O-])o1	?	-5%	?	-46	-2%	-71%[inhibitor]	/	-9%	-20%	-9%
O=[N+]([O-])c1cncn1CCN1CCOCC1	/	0%	/	/	-8%	3%	/	/	/	2%
Cc1c(C)n(Cc2ccccc2)c2ccc(C(=O)OCCN(C)C)cc12	8%	0%	2%&0%	7	/	-52%[inhibitor]	?	9%	-20%	-8%
O=C(c1ccccn1)N(Cc1cccs1)C1(C(=O)NC2CCCCC2)CCCCC1	5%	1%	-3%	6	-4%	-8%	-16%	0%	3%	-2%
O=C1c2c(O)ccc(O)c2C(=O)c2c(NCCNCCO)ccc(NCCNCCO)c21	?	2%&0%	?	-23&-15	11%&-8%	-3%	?	5%	-13%&-11%	-14%&-12%
COC(=O)N/N=C/c1c[n+]([O-])c2ccccc2[n+]1[O-]	/	-1%	/	-8	0%	/	/	-8%	1%	1%
CCn1cc(C(=O)O)c(=O)c2cc(F)c(N3CCNC(C)C3)c(F)c21 (stereo unspecified)	/	/	-13%	-9	/	/	0%&2%	/	2%	/
C[C@@H]1C[C@H]2[C@@H]3CCC4=CC(=O)C=C[C@]4(C)[C@@]3(Cl)[C@@H](O)C[C@]2(C)[C@@]1(OC(=O)c1ccco1)C(=O)CCl	/	1%	/	-8	4%	/	/	-3%	4%	-2%
COc1cc(N)c(Cl)cc1C(=O)N[C@H]1CCN(CCCOc2ccc(F)cc2)C[C@H]1OC	/	2%	-1%[51.4 µM]	17	55%	/	2%[24.8 µM]	13%	30%	-3%
CCN(CC)CC1CCCCN1CC(=O)N1c2ccccc2C(=O)Nc2cccnc21 (stereo unspecified)	-2%	/	-3%&5%	-3	/	/	-4%&2%	/	0%	/
O=C(O)Cc1cn(-c2ccccc2)nc1-c1ccc(Cl)cc1	1%	-8%	2%&-2%	-18	-4%	-5%	-1%&-9%	0%	3%	4%
O=C(NC1CCN(CCc2c[nH]c3ccccc23)CC1)c1ccccc1	-5%	0%	-12%&12%	11	-1%	-44%	-9%&-21%	5%	-11%	1%
CN[C@@H]1[C@H](O)[C@H](NC)[C@H]2O[C@@]3(O)C(=O)C[C@@H](C)O[C@H]3O[C@@H]2[C@H]1O	2%	-5%	25%	6	6%	3%	0%	6%	1%	5%
CCCOc1ccc2nc(NC(=O)OC)[nH]c2c1	?	/	2%	16	/	/	-9%&10%	26%	-3%	/
CCCC(=O)O[C@]1(C(=O)CCl)[C@@H](C)C[C@H]2[C@@H]3CCC4=CC(=O)C=C[C@]4(C)[C@@]3(F)C(=O)C[C@@]21C	6%	-2%	0%	-13	-3%	/	-1%	-2%	?	-11%
Cc1cc(=O)oc2cc(O)ccc12	/	1%	5%[51.4 µM]	/	-1%	2%	0%[24.8 µM]	/	/	i
CCCOc1ccc(C(=O)OCCN(CC)CC)cc1N	/	2%	/	3	-3%	/	-21%[24.8 µM]	4%	-3%	6%
CCC1(O)CC2CN(CCc3c([nH]c4ccccc34)[C@@](C(=O)OC)(c3cc4c(cc3OC)N(C)C3[C@]45CCN4CC=C[C@@](CC)([C@@H](OC(C)=O)[C@]3(O)C(=O)OC)[C@H]45)C2)C1 (stereo partly specified)	/	/	10%	-14	/	/	?	/	?	/
CN(C)C/C=C(\c1ccc(Br)cc1)c1cccnc1	/	-4%	/	4	0%	/	-2%&1%[24.8 µM]	10%	0%	5%
CN(C)CCCSc1ccccc1NC(=O)/C=C/c1ccccc1	7%	/	-4%&3%	11	/	/	-8%&0%	/	8%	/
CC(=O)OCC(=O)[C@@]1(O)CC[C@H]2[C@@H]3CCC4=CC(=O)C=C[C@]4(C)[C@@]3(F)[C@@H](O)C[C@@]21C	/	-3%	/	0	-3%	/	/	-3%	-4%	5%
O=C(Nc1cc(-c2ccccc2)nn1-c1ccccc1F)c1ccc([N+](=O)[O-])cc1	/	/	/	6	-2%	22%	/	1%	?	-11%
